Screening results from PubChem BioAssay.
IL1B secr inh: inhibitors of inflammasome signaling (IL-1 beta secretion) | THP-1 LPS/ATP IL-1B secretion, AlphaLISA, 16 h; hits give low values | activity change, % at 57.5 µM | 360,000 tested, 4.7% active | AID 743279; in the data active = activity change below about -50%; inconclusive = mostly about -30% to -49%; also: % is scaled to controls: 0 for no effect and ±100 for the full control effect
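Secreted IL-1B measured by AlphaLISA bead assay after 16 h compound exposure of THP-1 cells; compounds (final up to 57.5 uM) added 1 h before LPS (250 ng/mL) and ATP (1.25 mM) stimulation; lower signal means less secretion.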
HT1080 IDH1KD tx: toxicity to HT-1080 IDH1 knockdown cells (counter line). HT-1080 IDH1 knockdown viability, ATP luminescence, 48 h. Potency, µM (doses to about 46.1 µM), for the others: at the top dose activity, negative = toxicity, actives largely listed as cytotoxic. 360,000 tested, 2% active. AID 686971;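 also: potency is read from the fitted curve at half-maximal effect; 0% = DMSO wells and -100% = cell-free medium wells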
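Knockdown cells (IDH1KD HT-1080) received compounds 2 h after plating at 750 cells/well and were kept 48 h at 37 °C in 5% FBS RPMI. A CellTiter-Glo luminescence read gave % activity for curve fitting.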
MCF10A rerep: DNA re-replication induction in MCF 10a cells; MCF 10A DNA re-replication, Hoechst nuclear intensity, 48 h; Potency, µM (highest dose often 46.1 µM), inactives show top-dose activity, positive = re-replication, usual class: activators; 350,000 tested, 2.9% active; also: potency is read from the fitted curve at half-maximal effect; % of control where 0% means no effect; nearly all actives have a fitted effect of over 50% in size
HT1080NT lethal: kills 2HG-producing HT-1080-NT fibrosarcoma cells; HT-1080-NT fibrosarcoma viability, CellTiter-Glo ATP luminescence, 48 h; Potency, µM (doses to about 46.1 µM), for the others: at the top dose activity, negative = less viability, actives largely listed as cytotoxic; 360,000 tested, 1.6% active;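 also: NT is the 2HG producing partner of a matched IDH1 knockdown line; potency is read from the fitted curve at half-maximal effect; 0% = DMSO-treated cells and -100% = media-only wells without cells; nearly all actives have a fitted effect of over 55% in size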
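HT-1080-NT; 750 cells/well; 5% FBS RPMI; 48 h compound, 37 degrees C; CellTiter-Glo luminescence; curve fitting and curve-class assignment.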
KB-3-1 tox: KB-3-1 parental cell cytotoxicity | KB-3-1 viability, CellTiter-Glo ATP luminescence, 72 h | Potency, µM (series often up to 46.1 µM), without a hit: top-dose activity change, negative = cytotoxic, usual class: cytotoxic | 400,000 tested, 1.4% active | AID 1347075; also: potency is read from the fitted curve at half-maximal effect; % is scaled to controls: 0 for no effect and ±100 for the full control effect; nearly all actives have a fitted effect of over 60% in size
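Cells are dispensed, compounds pinned in, plates held at 37 °C for 72 h, then CellTiter-Glo is added and luminescence read after 10 minutes. Cell line: parental KB-3-1 in phenol-red-free DMEM, 10% FBS.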
WRN helicase inh: WRN helicase (human) inhibition; Q14191; 360,000 tested, 0.46% active; Potency, µM (series often up to 114 µM), for inactives: top-dose activity change, negative = inhibition, hits mostly inhibitors; WRN helicase unwinding, fluorescent forked duplex, kinetic; also: potency is read from the fitted curve at half-maximal effect; % is scaled to controls: 0 for no effect and ±100 for the full control effect; nearly all actives have a fitted effect of over 55% in size
Target sequence (Q14191 whole entry, looked up): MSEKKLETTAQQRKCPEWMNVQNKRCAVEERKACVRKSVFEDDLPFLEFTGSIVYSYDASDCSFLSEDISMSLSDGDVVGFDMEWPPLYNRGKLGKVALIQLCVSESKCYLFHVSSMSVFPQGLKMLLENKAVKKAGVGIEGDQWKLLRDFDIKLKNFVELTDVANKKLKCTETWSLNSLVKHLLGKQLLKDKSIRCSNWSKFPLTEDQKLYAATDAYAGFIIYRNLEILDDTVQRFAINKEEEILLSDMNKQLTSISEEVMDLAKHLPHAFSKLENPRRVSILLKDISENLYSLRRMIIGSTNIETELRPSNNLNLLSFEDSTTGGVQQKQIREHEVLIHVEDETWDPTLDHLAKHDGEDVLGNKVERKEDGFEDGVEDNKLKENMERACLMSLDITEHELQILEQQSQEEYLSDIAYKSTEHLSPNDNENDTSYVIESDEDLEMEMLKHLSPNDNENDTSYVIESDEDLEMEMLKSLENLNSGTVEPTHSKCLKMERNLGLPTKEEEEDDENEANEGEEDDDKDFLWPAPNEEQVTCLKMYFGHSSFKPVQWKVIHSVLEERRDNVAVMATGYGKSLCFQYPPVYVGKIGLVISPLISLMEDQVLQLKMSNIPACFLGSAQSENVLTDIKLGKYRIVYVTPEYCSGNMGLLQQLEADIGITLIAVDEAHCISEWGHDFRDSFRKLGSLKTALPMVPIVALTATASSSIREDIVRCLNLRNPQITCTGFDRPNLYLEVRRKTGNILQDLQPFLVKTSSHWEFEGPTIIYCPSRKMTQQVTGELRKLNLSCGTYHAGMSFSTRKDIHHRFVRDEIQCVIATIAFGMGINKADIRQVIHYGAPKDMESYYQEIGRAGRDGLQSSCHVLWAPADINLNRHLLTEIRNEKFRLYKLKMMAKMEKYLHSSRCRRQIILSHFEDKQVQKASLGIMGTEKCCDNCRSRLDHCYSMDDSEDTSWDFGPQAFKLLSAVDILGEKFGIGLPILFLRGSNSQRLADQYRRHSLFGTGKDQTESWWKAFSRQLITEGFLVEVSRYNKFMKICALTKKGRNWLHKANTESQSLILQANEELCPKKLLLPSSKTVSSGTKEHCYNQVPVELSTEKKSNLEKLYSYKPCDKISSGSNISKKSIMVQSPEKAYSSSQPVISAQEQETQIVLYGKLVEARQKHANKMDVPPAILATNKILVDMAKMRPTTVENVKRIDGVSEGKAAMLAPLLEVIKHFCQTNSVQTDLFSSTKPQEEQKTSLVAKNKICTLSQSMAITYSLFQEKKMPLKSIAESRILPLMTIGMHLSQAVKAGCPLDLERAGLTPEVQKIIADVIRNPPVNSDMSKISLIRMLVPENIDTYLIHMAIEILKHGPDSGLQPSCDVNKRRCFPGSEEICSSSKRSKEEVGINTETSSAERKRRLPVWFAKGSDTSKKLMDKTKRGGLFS
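Primary qHTS, 1536-well format. 20 nM WRN + compound, 15 min RT; start with 100 nM forked fluorophore/quencher duplex, 2 mM ATP (final); kinetic read ex 525/em 598 nm.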
KB-V1 MDR tox: KB-V1 MDR subline cytotoxicity; KB-V1 MDR cells viability, CellTiter-Glo, 72 h; Potency, µM (series often up to 46.1 µM), inactives show at the top dose activity change, negative = cytotoxicity, hits mostly cytotoxic; 400,000 tested, 3.4% active; also: potency is read from the fitted curve at half-maximal effect; % is scaled to controls: 0 for no effect and ±100 for the full control effect; nearly all actives have a fitted effect of over 60% in size
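Compound-treated KB-V1 multidrug-resistant cells, 72 h, 37 degrees C; viability by CellTiter-Glo. Fitted qHTS curves give the values.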
ATXN2 expr inh: ATXN2 expression inhibition; AID 1745845; HEK-293 ATXN2-luciferase reporter, luminescence, 24 h; Potency, µM (highest dose often 57 µM), without a hit: at the top dose activity change, negative = inhibition, usual class: inhibitors; 360,000 tested, 0.72% active; also: potency is read from the fitted curve at half-maximal effect; % is scaled to controls: 0 for no effect and ±100 for the full control effect; nearly all actives have a fitted effect of over 55% in size
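qHTS (up to 57 uM final) was run with 24 h compound exposure of reporter cells at 37 °C. Each well was multiplexed: SteadyGlo luminescence measured ATXN2-luciferase expression after a fluorogenic Gly-Phe-AFC viability readout (25 uM final).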
SW480 rereplic: induces DNA re-replication in SW480 colon adenocarcinoma cells | SW480 DNA re-replication, Hoechst DNA content imaging, 48 h | Potency, µM (doses to about 46.1 µM), for inactives: at the top dose re-replication activation, hits mostly activators | 340,000 tested, 1.8% active | AID 624297; also: potency is read from the fitted curve at half-maximal effect; % of control where 0% means no effect; nearly all actives have a fitted effect of over 55% in size
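Treated cells incubate 48 hr (37 C, 5% CO2), are stained 40 min with Hoechst, and nuclear fluorescence is enumerated; a rise in nuclei with high DNA signal marks re-replication.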
Starred values were filed as active, the others as inactive; i = inactive; ? = inconclusive; . = not tested or not shown; [ ] = another dose, or the depositor's remark. Unless noted, calls follow the shape of the dose curve; as a rule, active = well fitted curve in the direction sought with a large enough effect; inconclusive = small, poorly fitted or top-dose-only effect, or another doubt; inactive = no such curve, though single readings can be large; an effect the other way counts as inactive or inconclusive.

SMILES | IL1B secr inh | HT1080 IDH1KD tx | MCF10A rerep | HT1080NT lethal | KB-3-1 tox | WRN helicase inh | KB-V1 MDR tox | ATXN2 expr inh | SW480 rereplic
Cc1cc(Nc2c(C#N)c(N)nn2C)ccc1F | -11 | -1% | 1% | 0% | -1% | 3% | 1% | 7% | 1%
CCCCNC(=S)N(C)/N=C/c1ccc(F)cc1 | 0 | 1% | 18% | -1% | 24% | -18% | -5% | 2% | .
C=CCSc1nnc(-c2cccc3ccccc23)o1 | . | . | -39% | . | 0% | . | 0% | -2% | 6%
CC(=O)Nc1ccc(S(=O)(=O)NNC2=NS(=O)(=O)c3ccccc32)cc1 | -9 | 7% | 5% | -2% | 7% | -8% | 23% | -5% | 6%
Cc1cc(C(=O)N/N=C/c2ccncc2)c(C)o1 | -4 | -22% | 0% | -15% | -2% | -2% | -4% | 16% | -5%[9.22 µM]
COc1ccc(NC(=O)COC(=O)CNS(=O)(=O)c2ccc(F)c(F)c2F)cc1OC | 20 | 14% | 17% | 13% | 9% | 10% | 40% | 4% | 1%
CCOc1ccc(Cl)cc1-c1cc(C(=O)NCCOC)[nH]n1 | -16 | 8% | . | 8% | 0% | 7% | -2% | -15% | .
CCCCNC(=O)C(C#N)c1nc2ccccc2nc1N1CCN(Cc2ccc3c(c2)OCO3)CC1 (centres undefined) | 0 | 10% | ? | 8% | -4% | 1% | 0% | 5% | 1%
CCOC(=O)c1ccc(NC(=O)Nc2nc3ccccc3s2)cc1 | -10 | 2% | . | -2% | -3% | -14% | 1% | . | .
COCc1cc(CN2CCCC(CNC(=O)c3ccc(F)cc3)C2)ccc1OC (centres undefined) | -5 | 4% | -21% | 2% | 0% | 2% | 6% | 1% | -3%
CCc1ccccc1NC(=O)CCNS(=O)(=O)c1cc(Br)cnc1N | 25 | 0% | 2% | 0% | ? | 0% | 9% | 6% | 22%
CC(C)C(=O)Nc1nnc(SCC(=O)NCc2ccco2)s1 | 13 | 14% | 9% | 11% | ? | 4% | 18% | -9% | 1%
CC(=O)c1cc(OC(=O)c2ccncc2)ccc1OC(=O)c1ccncc1 | -17 | 4% | 26% | 2% | 3% | -28% | 26% | 14% | -4%
O=C1NC[C@H](CCCCN2CCN(CC3CCCCC3)C(=O)C2=O)N(Cc2ccccc2)C1=O | 0 | 13% | . | 22% | 16% | -5% | -2% | -2% | .
Cc1noc(C)c1COC(=O)COc1ccc(-c2ccccc2)cc1 | -3 | 5% | 1% | 6% | -1% | -14% | 4% | -3% | 0%
C=CCn1c(C(C)NC(=O)c2ccc(C)cc2)n[nH]c1=S (centres undefined) | 31 | 7% | 0% | -1% | -1% | 14% | ? | -4% | 2%
CCCNC(=O)C1(C)CCN(C(=O)c2ccc(F)c(Cl)c2)C1 (centres undefined) | 14 | 20% | . | 23% | 0% | 3% | 2% | 5% | .
Cc1nnc(CN(C)C(=O)c2cc(COc3ccc(C)c(C)c3)on2)o1 | 0 | 0% | 0% | 4% | 16% | -6% | 5% | 14% | 16%
O=c1c2cc(O)c(O)cc2oc2cc(O)c(C3OC(CO)C(O)C(O)C3O)c(O)c12 (centres undefined) | 39 | -7% | -8% | 6% | 0% | -17% | -26% | 1% | ?
CC(C)CC(=O)Nc1ccc(Oc2ccc3c(c2)C(=O)NC3=O)cc1 | 20 | 10% | 0% | 16% | 2% | -4% | -2% | . | -2%
CCc1ccc(NC(=O)CCCn2nc(CC)n3c(cc4occc43)c2=O)cc1 | -1 | -6% | 10% | 8% | 10% | 0% | 5% | 0% | -6%
O=C(O)C1CCN(S(=O)(=O)c2ccc3[nH]ccc3c2)CC1 | 95 | 5% | . | 4% | 5% | -10% | -3% | . | .
N#C/C(=C\c1ccc(OCc2ccccc2)cc1)C(=O)Nc1ccc(C(=O)O)cc1 | -12 | 16% | ? | 22% | 19% | -4% | ? | 8% | 8%
CN(CC(=O)Nc1ccccc1Sc1ccccc1)C1CCCCC1 | -3 | ? | ? | ? | -2% | ? | ? | 7% | ?
COC(=O)CN(c1nc(C)cc(OC)n1)S(=O)(=O)c1ccc(C)cc1 | 10 | 3%[9.24 µM] | -2% | 2% | -2% | 3% | ? | -13% | -7%
Cc1ccccc1Oc1nnc(-c2cccs2)c2ccccc12 | -12 | -5% | 17% | 1% | -3% | -10%[57.1 µM] | -28% | -16%[11.3 µM] | 5%
Cc1cc(CNC(=O)c2cccc(OC3CCN(S(=O)(=O)N(C)C)CC3)c2)on1 | -8 | -13% | 4% | -18% | -26% | -5% | -32% | 54%[activator] | 20%
S=C(NC1CCCC1)N1CCN(c2ccc(Cl)cc2)CC1 | ? | -21% | 4% | -8% | -23% | -6% | ? | -25% | -1%
Cc1ccc(-c2nn(CC(=O)NCc3ccccn3)c(=O)c3ccccc23)cc1S(=O)(=O)N(C)C | -4 | 0% | 0% | -13% | 10% | 2% | 2% | -22% | -135%[inhibitor]
CC(C)(C)NC(=O)Cc1ccc(Cl)c(Cl)c1 | -10 | 0% | 1% | 1% | 0% | 1% | 11% | 3% | -1%
CCC(C)N(C(=O)CSc1nnc(NC(C)C)s1)C1CCS(=O)(=O)C1 (centres undefined) | -10 | -4% | -1% | 6% | 15% | -1% | 10% | -10% | -4%
Cc1cccc(NC(=O)Cn2c(=O)n(CC3CCCO3)c(=O)c3ccccc32)c1 (centres undefined) | -1 | -14% | -2% | 0% | -9% | -5% | ? | 6% | 0%
C[N+]1(CC(O)COCC2COc3ccccc3O2)CCOCC1 (centres undefined) | 4 | 3% | ? | 0% | 1% | -11% | -10% | 15% | ?
O=C(Cn1cccc1C(=O)c1ccccc1)NCc1cccc(Cl)c1 | -4 | 4% | 13% | 5% | -1% | 2% | -15% | . | -86%[inhibitor]
CCc1cccc(NC(=O)COC(=O)c2c(C)nn(-c3ccccc3)c2C)c1 | 8 | 0% | . | -1% | 0% | 1% | -2% | . | .
O=C(NCC(=O)N1CCOCC1)c1ccc(Br)o1 | -6 | -6% | 29% | -24% | -6% | 10% | 15% | ? | 11%
Cc1nc2c(OCCOc3ccc(F)cc3)cccn2c1N(C)C(=O)CCC1CCCC1 | -23 | ? | . | ? | 0% | -5% | -3% | ? | .
CC(C)(C)NC(=S)Nc1cccc(C(F)(F)F)c1 | -90* | ? | ? | -19% | ? | -4% | -26% | -23% | 5%
CCCNS(=O)(=O)c1ccc(OCC(=O)Nc2ccc3c(c2)OCCO3)c(C)c1 | -13 | -4% | 7% | -1% | 1% | 2% | -21% | -9% | 2%
Cc1ccc(C)c(Cn2c(C(=O)OC(C)C)cc3c2ccn3C)c1 | 1 | -9% | 3% | -7% | -16% | 3% | -10% | -10% | -2%
CCc1nc2sc3c(c2c(=O)n1CCO)CCC3 | 35 | 0% | -11% | -10% | 3% | 11% | -14% | -2% | 1%
CC(C)(C)OC(=O)C[C@H]1C/C=C\C[C@@H](CC(=O)N(CCO)Cc2ccccc2)C(=O)N[C@H](C(C)(C)C)COC1=O | 2 | 9% | -3% | -5% | 6% | -5% | 14% | 14% | -1%
C=CCn1c(-c2cccnc2)n[nH]c1=S | 10 | 16% | 4% | 10% | 12% | 7% | 25% | 11% | -2%
CCc1ccc(/C=C(/C#N)C(N)=S)s1 | -6 | -5% | 8% | 5% | 2% | 0% | -2% | -6% | 5%
COc1cccc(NC(=O)Cc2c(O)c3ccccc3[nH]c2=O)c1 | 22 | 0% | -2% | 0% | 0% | -11% | -3% | -5% | 1%
COc1ccc(OCCCC(=O)NCCc2ccccc2)cc1 | 11 | 1% | 4% | -1% | 13% | 6% | -12% | 0% | 3%
CCOc1ccc(CNC(=O)CCS(=O)(=O)c2ccc3c(c2)NC(=O)CO3)cc1OC | 0 | 12% | 1% | ? | 7% | 4% | ? | 0% | -17%
O=C(N/N=C/c1cccnc1)c1ccc(Cn2cc([N+](=O)[O-])cn2)o1 | 4 | 5% | 0% | 2% | 17% | -9% | ? | 7% | 2%
Cc1ccc2c(COC(=O)C3CC(=O)N(c4ccc5c(c4)OCCO5)C3)cc(=O)oc2c1 (centres undefined) | 16 | 16% | -3% | 0% | 0% | -16% | 0% | 5% | -6%
O=C(COc1ccc(Cl)cc1)NCCCNC(=O)c1cccnc1 | 27 | ? | 3% | ? | 19% | 2% | -11% | -4% | -1%
Cc1ccc(Cl)c(OCCCN(C)Cc2ccccc2)c1 | -77* | -22% | 12% | ? | -6% | ? | -6% | -20% | ?
Cc1ccc(S(=O)(=O)N2CCN=C2SCc2c(F)cccc2Cl)cc1 | i | 5% | 16% | 0% | -16% | -19% | -31% | -5% | ?
O=C(NC(=S)Nc1c(Cl)cc(Cl)cc1Cl)c1ccccc1 | -1 | -22% | . | -6% | 8% | -9% | ? | . | .
NC(=O)C1CCN(S(=O)(=O)c2ccccc2[N+](=O)[O-])CC1 | -3 | 1% | 0% | -7% | 5% | 0% | 8% | . | -1%
Cc1noc(C)c1CCC(=O)N1CCCC(CO)(Cc2ccccc2)C1 (centres undefined) | 8 | 1% | 4% | 12% | -2% | 6% | -21% | 59%[activator] | -16%
COCCCNc1nc2ccccc2nc1NS(=O)(=O)c1cccs1 | 9 | 12% | 20% | 1% | -3% | -9% | 15% | 3% | -1%

Part of the list above, showing only HT1080 IDH1KD tx, MCF10A rerep and KB-V1 MDR tox.
| smiles | HT1080 IDH1KD tx | MCF10A rerep | KB-V1 MDR tox |
| --- | --- | --- | --- |
| CC(C)(C)OC(=O)C[C@H]1C/C=C\C[C@@H](CC(=O)N(CCO)Cc2ccccc2)C(=O)N[C@H](C(C)(C)C)COC1=O | 9% | -3% | 14% |
| C=CCn1c(-c2cccnc2)n[nH]c1=S | 16% | 4% | 25% |

Not a hit list; any-hit rate near 12%.
